Screening data deposited in PubChem BioAssay by several laboratories.
PDI inh: inhibitors of human PDI, primary screen, biochemical, turbidity, single point, plate reader; inhibition, % at 10 µM; actives 0.052% (n = 350,000); PDI insulin aggregation turbidity, A650, 90 min;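 active = mean inhibition across replicates of 30% or more, whatever share of single replicates reach that level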;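 also: absorbance from insulin aggregation driven by PDI reduction with DTT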
Target sequence (P07237 whole entry, looked up): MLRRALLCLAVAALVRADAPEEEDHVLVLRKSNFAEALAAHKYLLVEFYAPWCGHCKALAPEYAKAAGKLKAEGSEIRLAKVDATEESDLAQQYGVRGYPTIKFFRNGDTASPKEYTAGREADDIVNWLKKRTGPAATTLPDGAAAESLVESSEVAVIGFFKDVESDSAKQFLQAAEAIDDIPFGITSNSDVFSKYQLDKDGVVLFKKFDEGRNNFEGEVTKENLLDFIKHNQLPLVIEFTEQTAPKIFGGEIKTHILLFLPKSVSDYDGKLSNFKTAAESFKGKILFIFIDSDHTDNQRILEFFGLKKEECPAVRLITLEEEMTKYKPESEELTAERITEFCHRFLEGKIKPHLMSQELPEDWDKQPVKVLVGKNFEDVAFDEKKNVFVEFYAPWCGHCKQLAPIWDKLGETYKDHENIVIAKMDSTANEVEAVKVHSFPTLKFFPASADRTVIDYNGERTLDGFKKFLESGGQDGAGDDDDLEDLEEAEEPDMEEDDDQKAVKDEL
Granule exo inh: LAMP-1 surface exposure blockers, TALL-104 cells – cell-based, flow cytometry, MLPCN library, primary screen; TALL-104 LAMP-1 surface exposure; cells stimulated with thapsigargin and PMA; AID 651702, 2012; inhibition, % at 10 µM; actives 0.66% (n = 360,000);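 active = inhibition above about 55%, limit read from the data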
ABHD5 PLIN5 PPI: ABHD5-PLIN5 interaction inhibitors, primary screen, cell lysate, split luciferase complementation, luminescence; AID 602281, 2012; Split G. princeps luciferase complementation, 4 h; inhibition, % at 4 µM; Perilipin-5 (Homo sapiens) + 1-acylglycerol-3-phosphate O-acyltransferase ABHD5 (Homo …; actives 0.78% (n = 360,000);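 active = inhibition above the mean inhibition across every tested compound plus 3 SD, cut at about 22% in these data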;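 also: 0% = DMSO only wells and the 100% control is not disclosed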
HTR2A ag: mouse Htr2a agonists via beta-arrestin recruitment, primary screen, cell-based, luminescence; 5-hydroxytryptamine receptor 2A (Mus musculus), P35363; CHO-K1 mHTR2A beta-arrestin complementation; percent of 30 µM serotonin response; activation, % at 7.6 µM; actives 0.66% (n = 360,000);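 active = activation above a run cutoff, the mean activation of all tested compounds plus 3 SD, cut at about 14% in these data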;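 also: 0% = plate median of compound wells and 100% = 30 µM serotonin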
Target sequence (P35363 whole entry, looked up): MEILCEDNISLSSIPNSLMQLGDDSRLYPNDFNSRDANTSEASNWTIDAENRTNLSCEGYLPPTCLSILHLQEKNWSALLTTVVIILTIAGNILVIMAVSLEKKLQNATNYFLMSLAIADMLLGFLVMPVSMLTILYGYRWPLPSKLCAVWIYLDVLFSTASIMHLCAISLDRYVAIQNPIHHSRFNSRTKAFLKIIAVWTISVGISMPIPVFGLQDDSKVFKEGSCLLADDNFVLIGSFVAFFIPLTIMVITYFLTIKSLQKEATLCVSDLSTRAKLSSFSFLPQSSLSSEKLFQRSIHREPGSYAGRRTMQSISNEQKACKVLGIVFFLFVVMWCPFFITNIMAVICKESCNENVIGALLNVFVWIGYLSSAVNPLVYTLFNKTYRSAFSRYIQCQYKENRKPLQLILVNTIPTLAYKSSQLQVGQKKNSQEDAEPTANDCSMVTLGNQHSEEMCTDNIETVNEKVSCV
CaV13 ICDI inh: Disruptors of the CACNA1D IQ motif to Ca2+-dependent inactivation inhibitor domain association, primary screening, Förster resonance energy transfer in intact living …. HEK cells, CFP/YFP FRET ICDI-IQ, plate reader, 10 min; percent FRET-ratio fall versus neutral wells. inhibition, % at 12.3 µM. actives 0.098% (n = 340,000). AID 743397;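 active = mean replicate inhibition of at least 30% and at least 1% of replicates passing that level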;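 also: 0% = median of the neutral control wells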
MC4R antagonist: MC4R antagonists of cAMP signaling, primary screen, cell-based, TR-FRET, antagonist arm of biased-ligand search; MC4R-expressing cells, MTII-stimulated cAMP, LANCE TR-FRET; inhibition, % at 6.5 µM; Melanocortin receptor 4 (Homo sapiens), P32245; actives 0.48% (n = 360,000);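 active = inhibition above its plate's cutoff, the mean of tested wells on that plate plus 3 SD, cut at about 29% in these data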;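 also: 0% = Melanotan II alone and 100% = Melanotan II plus saturating MCL0020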
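System – human MC4R-expressing U2OS cells · Also added – Melanotan II · Dosing – one concentration, 6.5 µM nominal · Timing – 30-min compound, 1-h challenge, 1-h detection, room temperature · Measured by – Eu-cAMP/anti-cAMP TR-FRET, emission 671 nm · Replicates – singlicate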
H9c2 protect: cardioprotection against H2O2-induced cell death, primary screen, uHTS, H9c2 cells, ATPLite luminescence | AID 588492, 2011 | H9c2 cardiomyocytes, H2O2 injury protection, 2 h | actives 0.63% (n = 360,000) | protection from H2O2 cell death, % at 20 µM;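 active = compounds giving at least 50% protection of heart cells from peroxide-induced death in the single-dose screen, raw or plate-pattern-corrected value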;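 also: 0% = DMSO wells with peroxide and 100% = DMSO wells without peroxide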
MC4R ag barr: MC4R agonists recruiting beta-arrestin, primary screen, cell-based, luminescence, agonist arm of biased-ligand search | Melanocortin receptor 4 (Homo sapiens), P32245 | U2OS MC4R beta-arrestin complementation; percent of melanotan II response, DMSO zero | activation, % at 8.9 µM | actives 0.98% (n = 360,000) | AID 540308, 2011;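 active = activation above a per-plate cutoff, the mean activation of sample wells on that plate plus 3 SD, cut at about 8% in these data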
ABCB6 inh 2: ABCB6 transporter inhibitors, primary screen, K562-ABCB6 cells, flow cytometry, MLPCN library; ATP-binding cassette sub-family B member 6 (Homo sapiens), Q9NP58; K562-ABCB6 porphyrin accumulation, 1 h; hits give low values; AID 602162, 2011; fluorescence ratio to DMSO, % at 10 µM; actives 0.19% (n = 360,000);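 active = fluorescence ratio to DMSO below 75%, the collection mean minus 3 SD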;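 also: signal is porphyrin accumulated inside mitochondria; 100% equals median channel fluorescence of DMSO control wells; lower ratio means ABCB6 inhibition with less porphyrin fluorescence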
N-glyco inh: increase of ERlucT glycosylation luciferase signal, primary screen, N-linked glycosylation inhibitor project, D54 ERlucT cells, luminescence, set 2; D54 ERlucT glycosylation luciferase reporter, 24 h; percent of 100 nM tunicamycin response; reporter increase, % at 12.5 µM; actives 0.23% (n = 360,000); AID 588692, 2011;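 active = mean luciferase reporter signal, scaled so untreated is 0 and the glycosylation-blocking control 100, at or above a set limit in every replicate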;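 also: luciferase carries N-glycosylation sites so blocking glycosylation raises the light; 0% = median of neutral control wells and 100% = median of 100 nM tunicamycin wells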
* hit, by the source's call; . = not tested or not shown.

Start of the data: the first 9 records (preview)
SMILES	PDI inh	Granule exo inh	ABHD5 PLIN5 PPI	HTR2A ag	CaV13 ICDI inh	MC4R antagonist	H9c2 protect	MC4R ag barr	ABCB6 inh 2	N-glyco inh
COc1ccc2nc(NC(=O)C3CCCN3S(=O)(=O)c3ccc(C)cc3)sc2c1 (centres undefined)	3	11	-13	-3	.	16	-20	1.9	108	-3
CCOc1ccc(C(C(=O)NC2CCCC2)N(CCCO)C(=O)c2ccc(-c3ccccc3)[nH]2)cc1 (centres undefined)	0	-1	2	-5	-2	5	4	-2.6	98	-1
COc1ccc(CC(=O)NC(C)c2nnc(SCC(=O)Nc3nc(C)cs3)n2C)cc1 (centres undefined)	-4	9	9	8	-6	-2	-5	4.5	96	1
Cc1c(CCCC(=O)O)sc(N)c1C(=O)c1cccc(C(F)(F)F)c1	1	-2	-6	1	-6	3	9	0.7	103	3
COC(=O)c1ccccc1NC(=O)CSc1nc2ncccc2[nH]1	-1	9	-3	-1	8	-7	12	-0.5	101	2
CCOC(=O)C1(Cc2cccc(F)c2)CCN(Cc2cn(CC)nc2C)CC1	-7	1	-1	-3	-2	5	3	-1.0	95	-1
C/C(=N\Nc1nc(C(C)(C)C)cs1)c1ccc(O)cc1	2	-11	-2	4	-5	-2	-8	-0.4	104	-1
Cc1ccc(C(C)C)c(OCC#CCN2CCOCC2)c1	3	-1	-6	9	0	0	6	-1.2	102	2
CCc1ccccc1NC(=S)N1CCC(C(=O)c2ccc(F)cc2)CC1	4	9	-13	-6	-9	9	3	1.0	100	1

This part in full, repeating the preview:
SMILES	PDI inh	Granule exo inh	ABHD5 PLIN5 PPI	HTR2A ag	CaV13 ICDI inh	MC4R antagonist	H9c2 protect	MC4R ag barr	ABCB6 inh 2	N-glyco inh
COc1ccc2nc(NC(=O)C3CCCN3S(=O)(=O)c3ccc(C)cc3)sc2c1 (centres undefined)	3	11	-13	-3	.	16	-20	1.9	108	-3
CCOc1ccc(C(C(=O)NC2CCCC2)N(CCCO)C(=O)c2ccc(-c3ccccc3)[nH]2)cc1 (centres undefined)	0	-1	2	-5	-2	5	4	-2.6	98	-1
COc1ccc(CC(=O)NC(C)c2nnc(SCC(=O)Nc3nc(C)cs3)n2C)cc1 (centres undefined)	-4	9	9	8	-6	-2	-5	4.5	96	1
Cc1c(CCCC(=O)O)sc(N)c1C(=O)c1cccc(C(F)(F)F)c1	1	-2	-6	1	-6	3	9	0.7	103	3
COC(=O)c1ccccc1NC(=O)CSc1nc2ncccc2[nH]1	-1	9	-3	-1	8	-7	12	-0.5	101	2
CCOC(=O)C1(Cc2cccc(F)c2)CCN(Cc2cn(CC)nc2C)CC1	-7	1	-1	-3	-2	5	3	-1.0	95	-1
C/C(=N\Nc1nc(C(C)(C)C)cs1)c1ccc(O)cc1	2	-11	-2	4	-5	-2	-8	-0.4	104	-1
Cc1ccc(C(C)C)c(OCC#CCN2CCOCC2)c1	3	-1	-6	9	0	0	6	-1.2	102	2
CCc1ccccc1NC(=S)N1CCC(C(=O)c2ccc(F)cc2)CC1	4	9	-13	-6	-9	9	3	1.0	100	1
CCC1(c2ccc(F)cc2)NC(=O)N(CC(=O)N2CCOCC2)C1=O (centres undefined)	1	2	-7	3	-2	4	12	-1.2	100	-1
O=[N+]([O-])c1ccc(OCc2cn([C@@H](CO)c3ccccc3)nn2)c(Br)c1	-1	0	0	-3	-11	-7	-2	0.1	102	-2
CC(=O)c1ccc(NC(=O)Nc2sc(NS(=O)(=O)c3ccccc3)nc2C)cc1	4	2	-4	-2	-2	22	0	-1.8	102	1
CCOC(=O)/C(C#N)=C\c1ccc(OCC(=O)Nc2ccc(C)cc2C)c(OC)c1	-2	-4	2	-1	-4	2	-4	-1.0	103	.
O=C(O)Cn1cc(C(=S)N2CCOCC2)c2ccccc21	-3	-1	3	-1	-8	-2	-2	2.4	102	-1
CC1=C(C(=O)N2CCCCCC2)C2(CCC(C)CC2)OC1=O (centres undefined)	6	-2	2	0	-6	8	-3	0.7	85	1
CC1CN(C(=O)CCC(=O)NCc2ccc(Cl)cc2)c2ccccc2S1 (centres undefined)	.	-2	-2	7	-2	-3	7	1.0	100	-1
O=C(CSc1nccn1Cc1ccco1)Nc1ccc(F)cc1	-5	0	3	-5	-5	12	-1	-0.2	90	0
CCC1(CC)Cc2ccccc2-c2nc(CCl)[nH]c(=O)c21	-5	-22	0	0	-2	14	3	3.6	101	12
COc1ccccc1Nc1nc(C)c(C(=O)Nc2ccccc2)s1	2	2	-4	-6	-4	-2	2	-2.8	101	2
CCOc1cccc(C(=O)N2CCCN(C)CC2)c1	-3	-1	5	-2	-19	7	3	-2.8	102	1
COc1cccc(C2C=C(Nc3ccccc3)C(=O)N2c2ccccc2)c1 (centres undefined)	3	0	-12	-1	-5	6	-8	-1.5	113	-2
O=C(CCc1nc2ccccc2c(=O)[nH]1)Nc1ccc(Cl)c(Cl)c1	-3	-2	4	4	-3	4	60*	-0.6	99	1
CC1Oc2ccccc2OC1C(=O)Nc1nccs1 (centres undefined)	-1	-23	7	3	-5	-5	11	-3.2	98	0
CC(C)c1ccc(S(=O)(=O)c2n[nH]n3c2nc(=O)c2ccccc23)cc1	-7	8	-2	4	.	2	-4	1.0	106	-1
Cn1ncc(C#N)c1NC(=O)C1CC(c2ccc(Cl)c(Cl)c2)=NO1 (centres undefined)	5	5	2	1	-4	11	-3	1.0	99	-2
Cc1ccc(S(=O)(=O)N2CCCCC2)cc1C(=O)Nc1ccccn1	-6	2	-1	0	-7	7	3	-1.4	95	0
CSc1nc(-c2ccccc2)c(C#N)c(=O)n1C	0	-2	5	-1	-7	10	3	-3.0	100	0
CCCCc1nnc(NC(=O)Cn2cnc3ccccc3c2=O)s1	-1	2	8	4	2	5	2	-1.8	93	0
CCCCn1c(=O)[nH]c(=O)c2c1nc(-c1ccccc1F)n2Cc1ccccc1	-3	4	1	-1	-4	1	2	-0.7	98	1
Cc1ccc(C)c(NC(=O)CSc2ccc(-c3cccs3)nn2)c1	-4	0	4	3	-3	-2	-3	4.7	93	0
CCOC(=O)C1CCN(C(=O)C2(NC(=O)Nc3ccccc3C)CCCCC2)CC1	-4	19	10	-6	-3	13	7	0.9	101	-1
O=C(CCCN1C(=O)/C(=C/c2ccc3c(c2)OCO3)SC1=S)Nc1ccc(C(=O)O)cc1	-5	8	5	4	-11	-5	-1	-3.2	97	2
CCOC(=O)c1c(NC(=O)CSc2nnc(Cc3csc(N)n3)n2C)sc(C)c1C	0	-1	-5	-1	-8	2	10	-0.9	98	-2
COc1ccc(F)cc1CN1CCN(C(=O)CCC(=O)Nc2nnc(C(C)C)s2)CC1	3	23	0	0	-5	5	0	2.6	95	0
COc1cc2cnc(CCCC#N)cc2cc1OC	1	4	-5	0	-9	0	-2	0.6	105	3
O=C(NC1CC1(c1ccccc1)c1ccccc1)c1ccccc1 (centres undefined)	4	2	4	-1	-8	7	-1	-1.3	93	0
O=C(COC(=O)[C@@H]1CC(O)CN1S(=O)(=O)c1ccc(Cl)c(Cl)c1)NC(=O)NCc1ccccc1 (some centres undefined)	8	-9	-4	-5	-5	9	-6	-0.3	96	1
O=C(O)c1ccc(N=Cc2nc(-c3ccco3)oc2O)cc1	-6	-2	5	6	-3	-29	0	-2.8	100	0
COCCCNCCCOc1ccc(C(C)(C)c2ccccc2)cc1	-10	6	4	-4	-6	4	2	-0.4	99	-4
CC(Oc1ccccc1)C(=O)NCc1cccnc1 (centres undefined)	-2	2	0	6	-7	4	-3	-0.7	100	1
CC(C)Nc1nc(NC(C)C)nc(SCC(N)=O)n1	0	5	1	5	9	4	-3	-2.9	100	1
Cc1ccc(S(=O)(=O)NCCCCCC(N)=O)cc1	-8	2	-6	-2	-3	-3	7	-1.1	93	2
O=C(CCN1C(=O)c2cccc3cccc(c23)C1=O)N1CCOCC1	2	8	2	9	-7	7	7	-2.5	95	1
CCOc1ccccc1CNS(=O)(=O)c1ccc(-c2cnc(C3CC3)o2)cc1	5	14	-2	-2	-2	-16	-22	-3.6	94	17
CCCn1c(N)c(N2CCCCC2)c(=O)n(CC(=O)Nc2ccccc2C(F)(F)F)c1=O	2	-1	-1	0	-5	-7	-2	-0.7	99	-3
COC(=O)CN1C2(C#N)CCCCC2CC2CCCCC21C#N (centres undefined)	7	0	-19	-5	0	-2	0	-1.3	98	2
COc1ccc(C(O)c2ncc(-c3ccccc3OC)[nH]2)cc1 (centres undefined)	2	6	8	-4	-7	10	-2	-0.2	102	1
Cc1cc(C(=O)COC(=O)c2ccc(O)cc2O)c(C)n1C(C)C	1	3	-4	5	-2	-4	-19	2.0	99	-12
Cc1ccccc1Cn1cc(NC(=O)c2cc(-c3cccs3)on2)cn1	-1	1	6	-2	-5	9	-9	2.8	97	-1
CCOc1cccc(CN2CCN(c3cccc(C(F)(F)F)c3)CC2)c1O	1	-1	-3	6	-8	2	-8	2.2	99	-1
CCNS(=O)(=O)c1ccc(NC(=S)N2CCc3ccccc32)cc1	5	3	-4	-2	-3	6	-4	-3.0	100	-1
CCN(CC)S(=O)(=O)c1ccc(OC)c(NC(=O)c2cccc(C)c2[N+](=O)[O-])c1	1	-3	0	5	-5	4	20	-3.7	92	-1
CCn1c(=O)c(C(=O)Nc2ccccc2S(N)(=O)=O)c(O)c2ccccc21	27	-2	-1	-5	.	1	-20	-0.8	91	-2
CSc1nc2sc(-c3ccccc3)cc2c(=O)n1N	-5	0	-4	-1	.	5	-18	-1.3	99	-1
CCCCn1c(N)c(N(CCOC)C(=O)Cn2c(=O)cnc3ccccc32)c(=O)[nH]c1=O	-4	2	6	-4	-5	-4	-2	-0.7	97	0
CC(C)Cc1n[nH]c(=O)c2c1nnn2Cc1ccccc1F	5	3	3	0	-6	1	0	-0.3	102	-2
